HCV inh: qHTS Assay for Inhibitors of Hepatitis C Virus (HCV); Huh7.5.1 HCVcc-Cre infection, luciferase reporter, 44 h; 340,000 tested, 3.4% active; Potency, µM (highest dose often 41.8 µM), without a hit: top-dose activity change, negative = inhibition, actives largely listed as inhibitors; further: potency means the concentration at half of the fitted maximal effect
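Cells (1,000/well) were plated 4 h before compound, then infected with HCVcc-Cre virus (~0.5 moi). After 44 h further culture, infection was read as luciferase luminescence following a 15 min substrate incubation at room temperature.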
AmpC inh detg: qHTS Inhibitors of AmpC Beta-Lactamase (assay with detergent) | P00811 | AmpC hydrolysis of nitrocefin, absorbance 480 nm, 0.01% Triton | Potency, µM (highest dose often 114 µM), for the others: at the top dose activity change, negative = inhibition, most hits filed as inhibitors | 370,000 tested, 0.041% active;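 further: potency means the concentration at half of the fitted maximal effect; 0% = no-compound wells and -100% = no-enzyme wells; nearly all actives have a fitted effect of over 25% in size; some results filed as inactive show a strong effect at the top dose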
Target sequence (P00811 whole entry, looked up): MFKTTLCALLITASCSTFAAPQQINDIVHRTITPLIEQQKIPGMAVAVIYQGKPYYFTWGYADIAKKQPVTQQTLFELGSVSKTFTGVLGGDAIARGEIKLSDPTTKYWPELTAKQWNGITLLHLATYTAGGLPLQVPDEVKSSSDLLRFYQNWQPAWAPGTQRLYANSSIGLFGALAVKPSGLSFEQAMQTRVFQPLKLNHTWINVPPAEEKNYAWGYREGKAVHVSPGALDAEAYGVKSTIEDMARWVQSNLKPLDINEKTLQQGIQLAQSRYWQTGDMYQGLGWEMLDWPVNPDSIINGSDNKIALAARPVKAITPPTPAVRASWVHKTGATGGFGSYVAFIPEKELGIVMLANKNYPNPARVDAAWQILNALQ
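AmpC (5.3 nM in the dispensed reagent) in 20 mM phosphate pH 7.0 with 0.01% (detergent screen) or 0.0001% Triton X-100 was preincubated with compounds for 15 min at room temperature. Nitrocefin was then added from an 800 uM solution, and hydrolysis was followed at 480 nm.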
HCMV antiviral: qHTS Assay for inhibitors of the human cytomegalovirus (HCMV); HFF cells, HCMV-luciferase reporter, 72 h; hits give low values; activity change, negative = inhibition, % at 57.5 µM; 410,000 tested, 4.5% active; AID 1259415, 2018; in the data active means activity change below about -60%; inconclusive means no clear call, values can overlap the other calls; inactive means above about -39%
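Luciferase read-out from HCMV-luciferase-infected HFFs (MOI 1 PFU/cell) 72 h post infection at 37C; compounds added after 16 h cell attachment; activity normalized between buffer-only basal and Salinomycin (10uM) inhibitor controls.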
AMA1-RON2 inh: qHTS for Inhibitors of AMA1-RON; Towards Development of Antimalarial Drug Lead: Primary Screen. AlphaScreen AMA1-biotinylated RON2 peptide binding. Potency, µM (top dose mostly 58.2 µM), inactives show top-dose activity change, negative = inhibition, usual class: inhibitors. 360,000 tested, 0.2% active. AID 720542, 2013;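 further: potency means the concentration at half of the fitted maximal effect; 0% = vehicle wells and -100% = peptide control; nearly all actives have a fitted effect of over 45% in size; some results filed as inactive show a strong effect at the top dose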
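AMA1 (3D7) with his tag at 25 nM final met compounds first, then biotinylated RON2 peptide at 25 nM; detection used donor plus acceptor beads, 10 µg/mL apiece, read by AlphaScreen after 30 min at room temperature.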
Sm TGR block: qHTS Assay for the Inhibitors of Schistosoma Mansoni Peroxiredoxins; Schistosoma mansoni thioredoxin glutathione reductase (TGR), Q962Y6; purified TGR, DTNB reduction, TNB absorbance 405 nm; Potency, µM (doses to about 114 µM), for inactives: at the top dose activity change, negative = inhibition, actives largely listed as inhibitors; 360,000 tested, 3% active; AID 485364, 2010; further: potency means the concentration at half of the fitted maximal effect; nearly all actives have a fitted effect of over 60% in size
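TGR 20 nM + NADPH 100 uM (dispensed conc.), cpd preinc 15 min RT; start with NADPH (500 uM addition) then DTNB (15 mM addition). Kinetic TNB absorbance, 405 nm filter. Four-parameter Hill fit across titration.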
FBPA Giardia inh: qHTS Assay for Inhibitors of Fructose-1,6-bisphosphate Aldolase from Giardia Lamblia | purified Giardia FBPA | Potency, µM (top dose mostly 59.6 µM), without a hit: at the highest dose activity, negative = inhibition, most hits filed as inhibitors | 290,000 tested, 0.71% active | AID 2451, 2010; further: potency means the concentration at half of the fitted maximal effect; nearly all actives have a fitted effect of over 55% in size
Target sequence (A8B2U2 whole entry, looked up): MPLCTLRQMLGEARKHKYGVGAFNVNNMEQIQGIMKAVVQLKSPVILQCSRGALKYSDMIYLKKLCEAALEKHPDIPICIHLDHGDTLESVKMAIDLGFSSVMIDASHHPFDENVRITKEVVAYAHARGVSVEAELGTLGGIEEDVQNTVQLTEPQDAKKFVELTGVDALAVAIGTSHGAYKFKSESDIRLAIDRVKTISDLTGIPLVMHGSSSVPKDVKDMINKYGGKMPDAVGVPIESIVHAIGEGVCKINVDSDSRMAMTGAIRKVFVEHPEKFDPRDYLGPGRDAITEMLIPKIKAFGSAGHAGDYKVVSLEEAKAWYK
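40 nM FBPA preincubated 10 min at RT with compound (up to 57.5 uM final), then substrate plus GAPDH/TPI/NAD/arsenate coupling and diaphorase/resazurin added. Fluorescence read after 20 min at RT, 525/598 nm.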
Active calls of the source: *; ? = inconclusive; . = not tested or not shown; [ ] = dose if it differs, or a comment. Unless noted, the call rests on the fitted dose curve; in most records, active means well fitted curve in the direction sought with a large enough effect; inconclusive means small, poorly fitted or top-dose-only effect, or another doubt; inactive means no such curve, though single readings can be large; an effect the other way counts as inactive or inconclusive. Unless noted, on the % scale 0 is the no-effect control and ±100 the full control effect.

mol,HCV inh,AmpC inh detg,HCMV antiviral,AMA1-RON2 inh,Sm TGR block,FBPA Giardia inh
CCN1CCN(C(=S)NCCc2ccccc2)CC1,-21%,?,45,-26%,0%,?
CN1CCN(S(=O)(=O)c2cccc(C(=O)N(C)Cc3c(F)cccc3Cl)c2)CC1,-8%,?,-12,9%,-3%,.
CCCS(=O)(=O)NCCc1csc2nc(-c3ccc(OC)cc3)nn12,.,4%,41,.,3%,.
NS(=O)(=O)c1ccc(CCNC(=O)CCC(=O)c2cccs2)cc1,-8%,?,80,0%,?,.
CCOC(=O)/C=C/C(=O)Nc1ccccc1C(=O)NC1CCCCC1,2%,-10%,77,5%,-3%,-2%
COc1ccc(CCNc2oc(COc3cccc(C)c3)nc2C#N)cc1OC,.,-2%,-18,.,-12%,.
CCOC(=O)C1CCCN(S(=O)(=O)c2ccc(OC)cc2)C1 (configuration not stated),-1%,1%,8,4%,-6%,5%
CCc1c(C)nc2c(C#N)c[nH]n2c1=O,19%,-9%,48,9%,13%,-14%
COc1cccc(C(=O)Nc2nc3nc(-c4ccccc4)cc(=O)n3[nH]2)c1,.,12%,2,.,1%,.
Cc1ccc(NS(=O)(=O)c2cccc(C(=O)N3CCCC(C)C3)c2)cc1 (configuration not stated),-10%,-6%,-2,4%,-2%,.
Clc1ccc(CCNC(c2cccc(Cl)c2)c2nnc(-c3ccccc3)o2)cc1 (configuration not stated),.,2%,5,.,0%,.
N#CC1=C(N)NC(SCC(=O)c2ccc(Br)cc2)=C(C#N)C12CCCCC2,?,-10%,?,-4%,-4%,-15%
Cn1c(SCc2cc(=O)[nH]c(C(C)(C)C)n2)nnc1C(F)(F)F,14%,4%,31,-4%,7%,-2%
Cn1cnc(S(=O)(=O)N2CCC(C(=O)N3CCN(c4cccc(C(F)(F)F)c4)CC3)CC2)c1,.,9%,-32,.,2%,.
COc1ccc(NC(=O)c2cc3n(n2)C(C(F)(F)F)CC(c2ccc4c(c2)OCO4)N3)cc1OC (configuration not stated),.,-1%,.,-11%,-8%,-7%

Next section:
mol,HCV inh,AmpC inh detg,HCMV antiviral,AMA1-RON2 inh,Sm TGR block,FBPA Giardia inh
COc1ccccc1NS(=O)(=O)c1ccc(C(=O)N2CCN(c3ccccn3)CC2)cc1,11µM*,.,12,-20%,.,.
COc1nnnc2c1sc1nc(N3CCOCC3)c3c(c12)CC(C)(C)OC3,.,1%,.,.,6%,2%
CCc1sc(C(=O)N2CCN(c3ccc(F)cc3)CC2)cc1C,?,-5%,-31,?,4%,0%
CCOC(=O)N1CCN(C(=O)CCCOc2ccccc2)CC1,-5%,?,32,8%,9%,2%
COc1ccc(OC)c(-c2[nH]nc3c2C(c2ccco2)C(C#N)=C(N)O3)c1 (configuration not stated),1%,?,-15,-7%,?,-15%
CCNC(=O)CC1C(=O)N(c2ccccc2)C(=O)N1CCc1ccc(OC)cc1 (configuration not stated),10%,1%,46,4%,6%,5%
Cc1nc2ccccc2n1CCN1CCOCC1,18%,-10%,-8,-9%,1%,-16%
O=C(CN(C(=O)CCC(=O)Nc1ccccn1)c1cccc(F)c1)NCc1ccco1,-16%,?,-17,-9%,-9%,-5%
COc1ccccc1CNC(=O)c1cn(C)c2ccc(S(=O)(=O)N3CCCCC3)cc2c1=O,.,-4%,6,.,-13%,3%
O=S(=O)(c1ccccc1)N1CCN(C(=S)NCCCN2CCOCC2)CC1,?,2%,-24,13%,4%,1%
Cc1cccc2c(=O)cc(C(F)(F)F)[nH]c12,-11%,-4%,-5,-15%,-2%,-6%
Cc1cc(C)c(CN2CCN(C(=O)Cn3cnc4c(NCc5ccccc5)ncnc43)CC2)c(C)c1,?,.,-31,-14%,.,.
Cc1nn(Cc2cccc(C(=O)Nc3ccn(Cc4ccccc4F)n3)c2)c(C)c1[N+](=O)[O-],16%,-12%,26,-10%,10%,3%
Cc1ccc(C(=O)NNC(=O)c2ccncc2)cc1S(=O)(=O)N1CCOCC1,0%,-15%,-34,16%,5%,.
Cc1ccc2oc(=O)c3cc(C(=O)NCCCN4CCCCCC4)sc3c2c1,?,-11%,0,4%,-30%,-28%

Additional results
mol,HCV inh,AmpC inh detg,HCMV antiviral,AMA1-RON2 inh,Sm TGR block,FBPA Giardia inh
O=[N+]([O-])c1ncccc1OCc1ccc(Cl)c(Cl)c1,-17%,4%,-8,-3%,2%,11%
COc1ccc(N2CCCn3c2nc2c3c(=O)n(Cc3ccccc3F)c(=O)n2C)c(OC)c1,-9%,?,15,-7%,-14%,0%
CC(C(=O)O)C(=O)O,31%[activator],?,-28,2%,-8%,.
Nc1nc(Cl)nc2ccc(Br)cc12,1%,?,-37,27%,-10%,-2%
CN1CCN(S(=O)(=O)c2ccc(NC(=O)Cc3cccs3)cc2)CC1,5%,0%,38,-9%,-4%,7%
Cc1ccc(-c2nnn(CC(=O)N(CC3CCCO3)C(C(=O)NC3CCCCC3)c3ccc(F)cc3)n2)o1 (configuration not stated),8%,6%,-21,6%,-8%,1%
c1cnc2nc(-c3ccc4c(c3)OCO4)cn2c1,1%,11%,190,4%,13%,-2%
C=C1c2ccccc2NC(=S)N1Cc1ccc2c(c1)OCO2,-15%,-2%,12,47%[activator],-18%,-6%
Cc1nc2c(-c3ccc(F)cc3)c(C)nn2c(C)c1CCC(=O)Nc1ccccc1,?,-5%,-25,2%,-9%,-1%
COc1ccccc1N1CCN(CCN2C(=O)C3CCCCN3C2=O)CC1 (configuration not stated),31%[activator],-6%,-3,-4%,4%,?
O=C(c1ccc(NS(=O)(=O)c2cccc3cccnc23)cc1)N1CCCCC1,5%,1%,-20,6%,.,3%
Cc1ccc([N+](=O)[O-])c(OCCCN2CCCCCC2)c1,7%,-4%,-25,-17%,2%,?
O=c1c2cc(Cl)ccc2nc(-c2ccccc2Cl)n1O,-23%,?,-11,-1%,28%,5%
O=C(COC(=O)c1cc([N+](=O)[O-])ccc1NCc1ccccc1)NCc1ccccc1Cl,14%,?,13,5%,-6%,5%
CSCCC(NS(=O)(=O)c1ccccc1F)C(=O)NCC(c1ccc(F)cc1)N1CCOCC1 (configuration not stated),17%,0%,-31,-9%,-2%,.

The list continues.
mol,HCV inh,AmpC inh detg,HCMV antiviral,AMA1-RON2 inh,Sm TGR block,FBPA Giardia inh
Cc1ccccc1OCC(=O)NCCCNC(=O)c1ccco1,3%,?,-11,1%,-4%,4%
Cc1cc2nn(-c3ccccc3)nc2cc1NC(=O)c1cccc2c(Cl)cccc12,.,0%,20,.,0%,.
CCCCC(C(=O)NC1CCCC1)N(Cc1ccccc1)C(=O)c1snc(C(N)=O)c1N (configuration not stated),?,-5%,-61*,-28%,-5%,-3%
O=C(COC(=O)/C=C/c1cccc(F)c1)NC1CCCCCC1,5%,.,9,0%,.,.
O=C(CNC(=O)c1[nH]cnc1C(=O)N[C@@H](Cc1ccccc1)C(=O)OCc1ccccc1)OCc1ccccc1,-3%,?,33,91%[activator],-17%,-28%
Cc1ccc(C(=O)N2CCc3ccccc3C2)cc1S(=O)(=O)N1CCOCC1,2%,2%,-21,-12%,5%,2%
COC(=O)c1ccc(CNC(=O)CCNC(=O)c2ccco2)cc1,17%,2%,-7,8%,0%,.
COc1ccc(-n2c(O)c(/C=N/NS(=O)(=O)c3cccc([N+](=O)[O-])c3)c3ccccc3c2=O)cc1OC,6%,-1%,-8,-27%,?,-27%
Cc1cc(OCC(=O)C(C)(C)C)c2c(C)c(C)c(=O)oc2c1,?,-13%,60,-2%,9%,4%
COc1cc(OC)c2c(-c3cccc(-c4ccc(OC(F)(F)F)cc4)c3)cc(=O)oc2c1,19%,.,15,0%,.,-7%
Cc1ccoc1C(=O)Nc1ccc2ccccc2c1,?,-4%,43,0%,-3%,-8%
O=C(CCS(=O)(=O)c1cc(Br)cc2c1N(C(=O)C1CC1)CC2)Nc1ccc(C(F)(F)F)cc1,.,19%,1,.,-6%,.
COC(=O)NC1CSCC1OC(=O)CN1C(=O)c2ccccc2C1=O (configuration not stated),-2%,3%,5,-1%,-1%,0%
COn1c(=O)c(=O)n(OC)c2ccccc21,14%,?,-4,-10%,12%,3%
O=C(Nc1ccccc1Cl)NC1(C(=O)N2CCOCC2)CCCCC1,8%,-12%,-12,-4%,-7%,1%

No new results follow: 4 of the compounds above.
mol,HCV inh,AmpC inh detg,HCMV antiviral,AMA1-RON2 inh,Sm TGR block,FBPA Giardia inh
Cc1cc2nn(-c3ccccc3)nc2cc1NC(=O)c1cccc2c(Cl)cccc12,.,0%,20,.,0%,.
CCCCC(C(=O)NC1CCCC1)N(Cc1ccccc1)C(=O)c1snc(C(N)=O)c1N (configuration not stated),?,-5%,-61*,-28%,-5%,-3%
O=C(COC(=O)/C=C/c1cccc(F)c1)NC1CCCCCC1,5%,.,9,0%,.,.
O=C(CNC(=O)c1[nH]cnc1C(=O)N[C@@H](Cc1ccccc1)C(=O)OCc1ccccc1)OCc1ccccc1,-3%,?,33,91%[activator],-17%,-28%

The list continues.
mol,HCV inh,AmpC inh detg,HCMV antiviral,AMA1-RON2 inh,Sm TGR block,FBPA Giardia inh
CCOc1ccc(N(C)C(=O)C2CCN(S(=O)(=O)c3c(C)noc3/C=C/c3ccc(C)cc3)CC2)cc1,.,12%,96,.,39%[activator],.
COc1ccccc1Oc1coc2c(CN(C)C)c(O)ccc2c1=O,11%,-6%,-27,4%,-24%,-6%
CC(C)c1ccc(NC(=S)NN(c2ccccc2)c2ccccc2)cc1,-2%,-11%,-1,-4%,-1%,-3%
CC(OC(=O)CCCNC(=O)c1ccc(Cl)cc1)C(=O)N(C)Cc1ccccc1 (configuration not stated),-19%,-6%,?,13%,1%,6%
CCC(C)NC(=O)c1c(C)oc2nc(C)nc(N3CCOCC3)c12 (configuration not stated),.,23%,6,.,10%,.
O=C(Nc1cccnc1)c1c(O)c2c(n(Cc3ccccc3)c1=O)CCCC2,?,?,1,1%,-6%,5%
CSc1ccccc1NC(=O)c1cc(-c2cccs2)on1,3%,1%,39,-5%,7%,3%
CCOC(=O)c1c(C)[nH]c(C(=O)OC(C)C(=O)Nc2ccccc2OC)c1C (configuration not stated),?,-8%,18,-9%,9%,-6%

High-throughput results: PubChem BioAssay, National Center for Advancing Translational Sciences (NCATS)
